Source: PubChem BioAssay (Fisher Drug Discovery Resource Center)
mcGAS RapidFire – blocks mouse cGAS cGAMP production. recombinant mouse cGAS, cGAMP by RapidFire MS. inhibition, % at 12.5 µM. hit rate 0.18% among 130,000. Q8C6L5;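 active = inhibition of cGAS enzyme activity at or above 60%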;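 note: enzyme stimulated by 45 bp dsDNA with ATP and GTP substrates; cGAMP share of summed cGAMP plus half ATP and half GTP signals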
Target sequence (Q8C6L5 whole entry, looked up): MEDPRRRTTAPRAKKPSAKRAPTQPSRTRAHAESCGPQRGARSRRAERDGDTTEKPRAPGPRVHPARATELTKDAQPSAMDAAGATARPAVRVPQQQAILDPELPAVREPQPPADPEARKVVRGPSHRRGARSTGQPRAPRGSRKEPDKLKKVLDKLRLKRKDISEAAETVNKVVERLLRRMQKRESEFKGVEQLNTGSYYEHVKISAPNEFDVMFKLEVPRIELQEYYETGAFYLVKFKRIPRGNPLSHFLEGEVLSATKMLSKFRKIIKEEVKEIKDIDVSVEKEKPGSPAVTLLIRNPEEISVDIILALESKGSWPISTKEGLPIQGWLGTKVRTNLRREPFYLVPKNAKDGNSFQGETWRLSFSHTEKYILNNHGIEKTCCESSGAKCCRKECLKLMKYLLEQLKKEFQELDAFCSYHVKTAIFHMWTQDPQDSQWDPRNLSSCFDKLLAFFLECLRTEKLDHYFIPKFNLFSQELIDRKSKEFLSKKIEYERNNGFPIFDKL
Starred values were filed as active, the others as inactive; & = joins results of further samples.

| compound | mcGAS RapidFire |
| --- | --- |
| CCn1c(SCC(=O)NC(=O)c2cccn2C)nnc1-c1ccco1 | 0.2 |
| CC(C)CN1CC(C(=O)N(C2CCCC2)C2CC2)CC1=O (stereo unspecified) | 2.6 |
| CC(C)c1ncc(C(=O)N2CCNCC2C(=O)N2CCCC2)c(=O)[nH]1 (stereo unspecified) | -4.3 |
| COc1ccc(C(NC(C)=O)c2ccccc2Cl)cc1 (stereo unspecified) | -3.7 |
| Cc1cccc(C)c1Oc1ncccc1CNC1CCN(C)CC1 | -7.2 |
| CC1CN(S(=O)(=O)c2ccc(C(=O)N3CCN(c4ccc(O)cc4)CC3)cc2)CC(C)O1 (stereo unspecified) | -12.0 |
| Cc1nc(SCC(=O)N(C)Cc2cccc(F)c2)sc1CC(N)=O | -13.5 |
| Cc1cc(C)c(C)c(S(=O)(=O)NC(C)C(=O)N2CCC2)c1C (stereo unspecified) | -17.2 |
| O=c1c2cc(Cl)ccc2ncn1Cc1cnn(-c2ccccc2)n1 | -11.3 |
| CCn1c(=O)c2c(nc3n2CC(C)CN3c2ccc(Br)cc2)n(C)c1=O (stereo unspecified) | -3.6 |
| COC(=O)c1cc2c(=O)n(C)c(=O)n(C)c2[nH]1 | -5.1 |
| Nc1c(C(=O)CSc2cc(F)ccc2F)c(=O)[nH]c(=O)n1C1CC1 | -2.3 |
| Fc1ccc(C2c3cccn3CCCN2Cc2cccnc2)c(F)c1 (stereo unspecified) | -9.4 |
| CC(Cn1ccnc1)NC(=O)NCC(C)(C)c1ccccc1F (stereo unspecified) | -1.4 |
| CCc1cn[nH]c1C1CCN(C(=O)Cc2ccc3c(c2)NC(=O)CO3)CC1 | -21.6 |
| CC(C)CN(C(=O)c1cccc(-n2cccc2)c1)C1CCS(=O)(=O)C1 (stereo unspecified) | 4.4 |
| CC(=O)Cn1c(=O)c2c(nc3n2CCCN3c2ccc(Br)cc2)n(C)c1=O | -6.3 |
| O=c1[nH]nc(CCn2ccnc2-c2ccc3c(c2)Cc2ccccc2-3)[nH]1 | -11.6 |
| COc1cccc(-c2nn(-c3ccccc3)cc2CN2CCN(C)C(=O)[C@@H]2C)c1 | -7.8 |
| COc1nn(Cc2ccc(Br)cc2)cc1[N+](=O)[O-] | 1.7 |
| CC(C)N(CCC(N)=O)Cc1ncc[nH]1 | 0.0 |
| COc1ccccc1NC(=O)C1(c2ccc3c(c2)OCCO3)CCCC1 | 6.9 |
| COc1ccc(OC)c(C(O)CN2CCN(C3CCCCC3)CC2)c1 (stereo unspecified) | -7.6 |
| COc1cc(-c2c[nH]c3ccc(C)cc23)nc(N)n1 | -10.9 |
| CC[C@H]1CN2CCc3cc(OC)c(OC)cc3[C@@H]2C[C@@H]1C[C@H]1NCCc2cc(OC)c(OC)cc21 | 7.8 |
| N#Cc1nc(COc2ccc(F)cc2)oc1NCCCn1ccnc1 | -1.0 |
| Cc1ccccc1C1CN(C(=O)c2ccc(Cl)cc2)CC1C(=O)N1CCOCC1 (stereo unspecified) | -10.0 |
| CCOC(=O)c1cnc(SC)nc1N | -4.9 |
| Cc1nc2ncnn2c(N2CCCC(N3CCCCCC3)C2)c1C (stereo unspecified) | -5.1 |
| Cc1cc(-n2cnc3ccccc32)ccn1 | -2.6 |
| CCOc1ccccc1CN(CC)C(=O)c1ccc(S(C)(=O)=O)cc1 | 0.0 |
| Cc1ccc(-c2ccnc(N3CCc4nnc(C(C)C)n4CC3)n2)c(C)n1 | 7.5 |
| CC(C)c1ccc(C2=NC(C)(CC(=O)N(C)CCN(C)C)ON2C)cc1 (stereo unspecified) | -7.4 |
| Cc1nn(-c2ccccc2)c(C)c1C1C(=O)NCCN1C(=O)C1CCCC1 (stereo unspecified) | -7.1 |
| CC(N(C)C)C12CC3CC(CC(C3)C1)C2 (stereo unspecified) | -0.6 |
| COC(=O)c1csc(NC(=O)N(C)C(C)c2ccco2)c1 (stereo unspecified) | -0.6 |
| Cc1cc(CNCc2ccc(CN(C)C)cc2)c(C)n1CC(C)C | -3.8 |
| COc1cc(NC(=O)N2CCCCCC2)cc(OC)c1 | -4.9 |
| Cc1cccc(=O)n1CCCNc1nc(N(C)C)nc2c1CCNC2 | -5.0 |
| CCOC(=O)NC(=O)COC(=O)CC12CC3CC(CC(C3)C1)C2 | -1.3 |
| Cc1cc(=O)c(C(=O)NC(C)C2CC2)nn1-c1ccccc1Cl (stereo unspecified) | -4.5 |
| CC1Cc2nc(SCC(=O)Nc3cccc4ccccc34)n(C)c(=O)c2S1 (stereo unspecified) | -7.0 |
| Cc1nc(NCCNC(=O)c2ccc(F)cc2Cl)cc(N2CCCC2)n1 | -4.7 |
| CCc1noc(C)c1C(=O)N1CCC(CCC(=O)Nc2ccc(F)c(Cl)c2)CC1 | -6.6 |
| Cc1ccc(CN2CCN(c3nc4c(c(=O)[nH]c(=O)n4C)n3Cc3cc(C)ccc3C)CC2)cc1 | -8.8 |
| Cc1oc(-c2ccc(F)cc2F)nc1CN(C)Cc1ccccc1C(F)(F)F | -4.2 |
| CCCCn1c(N)c(N(Cc2ccco2)C(=O)CC)c(=O)[nH]c1=O | -7.0 |
| CC1=CC(C)C2(COC(c3ccc[n+](C)c3)OC2)C(C)C1 (stereo unspecified) | -40.4 |
| CC(=O)Nc1ccc(F)c(NCc2ncc(-c3ccc(Cl)cc3)o2)c1 | 5.3 |
| COc1cc(CNc2ccc3ncc(-c4ccc5[nH]ccc5c4)n3n2)cc(OC)c1OC | -8.0 |

(list continues)
| compound | mcGAS RapidFire |
| --- | --- |
| CN(C)c1nc2c(c(=O)n(C)c(=O)n2C)n1CCSc1nc2ccccc2s1 | -4.8 |
| O=[N+]([O-])c1c(N2CCc3ccccc3C2)n[nH]c1-c1nnco1 | 1.0 |
| Cc1ccc(C2CC(c3cccs3)=NN2C(=O)Cn2cnc3c(cnn3CCO)c2=O)cc1 (stereo unspecified) | -3.1 |
| COc1ccccc1N1C(=O)CSC1c1ccccc1N (stereo unspecified) | -8.3 |
| c1ccc(C(c2ccccc2)N2CCN(c3ccc4nnnn4n3)CC2)cc1 | 12.6 |
| CCOC(=O)C1(C)CCCCCN1C(=O)c1sccc1C (stereo unspecified) | -1.2 |
| CCN(CCn1cccn1)C(=O)c1[nH]c2ccc(C)cc2c1C | -10.6 |
| COc1ccc(S(=O)(=O)NCCCCN2CCOC(c3ccccc3)C2)c(C)c1 (stereo unspecified) | -1.5 |
| O=[N+]([O-])c1ccc(-c2nc3c(n2O)CCC/C3=N/O)cc1 | -8.6 |
| N#C/C(=C/c1cccc(NC(=O)c2ccc(Cl)cc2)c1)c1ccccn1 | -0.4 |
| Cn1c(CN2CCCC(OCc3ccccn3)C2)cc2cc(F)ccc21 (stereo unspecified) | -18.7 |
| NC(=O)c1c(NC(=O)c2cc3c(s2)CCCCC3)sc2c1CCC2 | -11.0 |
| CCN(CC)CC(=O)Nc1c(C)cccc1C | -4.1&0.6&8.3 |
| NC(=O)c1cc(NC(=O)CSc2nc3ccccc3s2)cc(C(N)=O)c1 | 12.7 |
| CC(=O)N1c2ccc(S(=O)(=O)N3CCC(NC(=O)c4ccncc4)CC3)cc2CC1C (stereo unspecified) | 8.6 |
| O=C(NC1CCCC1)c1noc2c1CCCCC2 | -4.1 |
| COc1ccc(NC(=O)NCC(O)c2ccc(F)cc2F)c(OC)c1 (stereo unspecified) | -2.9 |
| Cn1cnnc1Sc1ccc(CN2CCCC(CO)(Cc3ccccc3)C2)o1 (stereo unspecified) | -4.9 |
| CC(C)c1nc(CN2CCC(CNC(=O)C(C)(C)C)CC2)co1 | -16.0 |
| CCOC(=O)C1(C)CCCCCN1C(=O)c1csnn1 (stereo unspecified) | -0.9 |
| CN(C)CCNS(=O)(=O)c1ccc(NC2CCCC2)c([N+](=O)[O-])c1 | 17.5 |
| Cc1ccc(C)c(-n2cc[nH]c2=S)c1 | -1.5 |
| Oc1cccc(-c2nccn2CCCCc2ccccn2)c1 | -2.7 |
| CC(=O)Nc1cccc(C(=O)N(Cc2nccn2C)C(C)C)c1 | -13.9 |
| CC(=O)N1CCN(c2ccc([N+](=O)[O-])cc2)C(=O)C1C (stereo unspecified) | -5.5 |
| Cc1cccc(OCC(O)CN(C(=O)NCc2nnc3n2CCC3)C(C)C)c1 (stereo unspecified) | -3.7 |
| O=C(c1cn(Cc2ccc(F)cc2Cl)nn1)N1CCOc2ccc(Cl)cc2C1 | -4.5 |
| C=CCn1c(SCC(=O)Nc2ccc3c(c2)OCO3)nnc1-c1ccco1 | -3.4 |
| Cc1ccc(-c2noc(CN3CCN(C(=O)c4ccc(C)o4)CC3)n2)cc1 | 0.7 |
| O=C(CCc1c[nH]c2ccccc12)OCC(=O)c1ccc([N+](=O)[O-])cc1 | -4.9 |
| COc1ccccc1Oc1ncccc1CNC(=O)C1(C)CC(C)=NO1 (stereo unspecified) | -9.5 |
| O=C(O)c1cc(C(=O)O)c(C(=O)O)nc1C(=O)O | -9.8 |
| CCc1nnsc1C(=O)N1C[C@@H]2[C@@H]3CC[C@@H](C3)[C@@H]2C1 | -22.5 |
| O=C(C1CCN(Cc2nc(C3CC3)no2)CC1)N1CCCCC1 | -1.1 |
| CC1CN(c2cc(Oc3cccc(Cl)c3)ncn2)CCN1 (stereo unspecified) | -2.7 |
| CC(C)n1c(CCC(=O)O)ccc1-c1ccc(Cl)cc1 | 0.3 |
| CCn1ncnc1CN1CCC(O)(c2ccc3nc(C)ccc3c2)CC1 | -6.3 |
| Cc1ccc(Cn2c(=O)c3c(nc4n(CCCO)c(C)c(C)n34)n(C)c2=O)cc1 | -5.9 |
| CCCc1nc(C)cc(N2CCC3(CCCN(C)C3=O)C2)n1 (stereo unspecified) | 3.9 |
| CNC(=O)C1CN(C(=O)c2cccc(C#N)c2)c2ccccc2O1 (stereo unspecified) | -7.1 |
| FC(F)(F)c1nnc2ccc(NC3CCSc4ccccc43)nn12 (stereo unspecified) | -2.6 |
| Cc1ccc(-n2ncc3c(=O)n(NC(=O)c4cc5ccccc5o4)cnc32)cc1C | -5.2 |
| Oc1ccc2ccccc2c1C=NCc1nnc2ccccn12 | -2.9 |
| COc1ccc(OCc2nc(C#N)c(N3CCCC3)o2)cc1 | -9.1 |
| COC(=O)c1ccc(N2C(=O)C(C)Oc3ccc(-c4ccccc4)cc32)cc1 (stereo unspecified) | 1.3 |
| Oc1c(Cl)cc(Cl)cc1Sc1cc(Cl)cc(Cl)c1O | 0.6&5.8 |
| Cc1ccc2cc(CCNC(=O)COc3ccccc3)c(=O)[nH]c2c1C | -5.7 |
| O=C(NC1CC1)C1CCN(C2CCN(Cc3cc4ccccc4[nH]3)CC2)CC1 | -7.2 |
| O=C(CSc1nnc(C2CC2)n1C1CC1)N1CCc2sccc2C1 | -32.0 |
| COc1cn(C)c(C(=O)Nc2ccccc2C(N)=O)cc1=O | -5.7 |

Copied from the listing, 3 compounds:
| compound | mcGAS RapidFire |
| --- | --- |
| FC(F)(F)c1nnc2ccc(NC3CCSc4ccccc43)nn12 (stereo unspecified) | -2.6 |
| Cc1ccc(-n2ncc3c(=O)n(NC(=O)c4cc5ccccc5o4)cnc32)cc1C | -5.2 |
| Oc1ccc2ccccc2c1C=NCc1nnc2ccccn12 | -2.9 |

Going on with the list.
| compound | mcGAS RapidFire |
| --- | --- |
| O=C1OCCCN1CCn1ccnc1-c1nc2c(s1)CCCC2 | -4.2 |
| CC1c2ccsc2CCN1CC(=O)NC(=O)NCc1cccs1 (stereo unspecified) | -4.4 |
| O=C(/C=C/c1cccc2cccnc12)NCCc1cccs1 | -0.1 |
| CC1CCCCN1Cc1ccccc1CNC(=O)CNC(=O)Cc1ccccc1 (stereo unspecified) | -2.0 |
| CC(C)C(NC(=O)c1ccc(N2CC(=O)NC2=O)cc1)c1nccn1C (stereo unspecified) | -6.7 |
| CN(CC(F)F)C(=O)NC1CCc2cc(Br)ccc21 (stereo unspecified) | -14.9 |
| CC(=O)Nc1cccc2c1CCN(c1snc(Cl)c1C#N)C2 | -11.7&2.0 |
| COc1ccc(C2(C(=O)N3CCc4[nH]nc(-c5ccccc5)c4C3)CC2)cc1 | -17.6 |
| CN(Cc1nc2scc(-c3ccco3)c2c(=O)[nH]1)C1CCCCC1 | 0.3 |
| CCS(=O)(=O)NC(c1ccccc1)c1ccccn1 (stereo unspecified) | -14.9 |
| COC(=O)c1cc(NC(=O)C2=NCC(=O)N(c3ccccc3)N2)ccc1F | 1.7 |
| Cc1ccc(-n2ncc3c(=O)n(NC(=O)Cc4ccc([N+](=O)[O-])cc4)cnc32)cc1 | -7.8 |
| CC(C)C(NC(=O)c1cccs1)C(=O)N(C)c1cnn(C)c1 (stereo unspecified) | -3.9&4.9 |
| COc1cc(OC)c(OC)cc1CNC(C)(C)c1ccccc1 | -10.4 |
| Cc1cc(C(F)F)n2nc(C(=O)Nc3c(C)nn(Cc4c(Cl)cccc4Cl)c3C)nc2n1 | -0.9 |
| Cc1ncc(CN2CCc3c([nH]c4ccccc34)C2C(C)(C)C)s1 (stereo unspecified) | -3.5 |
| CCOC(=O)C(C)n1nnc(C2CN(Cc3ccccc3)CCO2)n1 (stereo unspecified) | -2.5 |
| Cc1nc(CN(C)Cc2cccc(-c3ncn[nH]3)c2)cs1 | 5.2 |
| COc1cc(C=c2sc(=CC(=O)c3cc(OC)cc(OC)c3)[nH]c2=O)cc(OC)c1 | -7.9 |
| CCNC(=O)C1CN(C(=O)C(C)Oc2ccccc2C(F)(F)F)C1 (stereo unspecified) | -2.8 |
| Cc1ccnc(SCCn2c(N3CC(C)OC(C)C3)nc3c2c(=O)n(C)c(=O)n3C)n1 (stereo unspecified) | -0.5 |
| CN(CC(=O)NC(C)(C)C)C(=O)c1ccc(F)cc1Cl | -3.9 |
| COc1cc(C=NNC(=O)COc2ccc(Cl)cc2Cl)ccc1O | -0.6 |
| O=C1C2=C(Nc3ccccc3SC2c2cccs2)c2ccccc21 (stereo unspecified) | -5.7 |
| O=C(O)/C=C/c1nc(-c2ccc(Cl)cc2)n2ccccc12 | 18.0 |
| COCCc1nc(Cn2cnnc2)no1 | -12.4 |
| Cc1c(C(=O)O)sc2ccsc12 | 5.7 |
| CN(C)S(=O)(=O)N1CCCN(S(=O)(=O)N(C)C)CC1 | 3.6 |
| COc1ccccc1C(=O)Nc1c2c(nn1-c1cccc(C)c1C)CSC2 | -4.9 |
| Cc1nc2ccc(I)cn2c1C=NNc1ccc2ccccc2c1 | -4.3 |
| CCCn1c(C)cc(C=C(C#N)C(=O)OCC(=O)c2cc(C)n(-c3cc(C)on3)c2C)c1C | -8.9 |

Not all compounds are listed, so the mix of outcomes need not match the whole.
